S1P2 agonist – activates the human S1P2 receptor; AID 729; S1P2-expressing cell line, agonist reporter read-out; 0.46% of 97,000 active; O95136; activation, % at 4.5 µM; in the data active means activation above about 16%;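 further: 0% = vehicle low control and 100% = maximal reference agonist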
Target sequence (O95136 whole entry, looked up): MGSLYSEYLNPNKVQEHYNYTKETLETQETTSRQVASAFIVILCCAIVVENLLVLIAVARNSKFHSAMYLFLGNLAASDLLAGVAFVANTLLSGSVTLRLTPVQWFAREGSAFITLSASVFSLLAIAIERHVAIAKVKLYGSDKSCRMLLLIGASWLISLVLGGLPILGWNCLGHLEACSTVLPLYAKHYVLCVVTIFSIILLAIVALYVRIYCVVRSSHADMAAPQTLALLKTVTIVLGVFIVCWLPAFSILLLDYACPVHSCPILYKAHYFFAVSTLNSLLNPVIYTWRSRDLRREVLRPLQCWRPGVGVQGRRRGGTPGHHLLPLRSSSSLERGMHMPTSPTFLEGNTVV
CD11b adhes inh – blocks human CD11b/CD18 adhesion to fibrinogen | 0.54% of 93,000 active | K562 CD11b/CD18 adhesion to fibrinogen, ATPlite luminescence; Mn2+ added to activate the integrin | inhibition, % at 10 µM;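 active means primary inhibition of 50% or more at 10 µM, then 40% or more on retest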; further: some results filed as inactive read as strong as hits
PostGolgi yeast – growth inhibition of a yeast mutant, post-Golgi transport screen; post-Golgi transport phenotypic cell assay; inhibition, % at 10 µM; 0.9% of 98,000 active; AID 739;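 further: yeast cells grown in 1536-well plates; yeast grown about 18 h at 30C before absorbance read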
PLAP act – activators of human placental alkaline phosphatase | AID 696 | purified PLAP enzyme, luminescent substrate read-out; hits give high values | activation fold at 20 µM | P05187 | 1.2% of 96,000 active; in the data active means activation fold above about 2
Target sequence (P05187 whole entry, looked up): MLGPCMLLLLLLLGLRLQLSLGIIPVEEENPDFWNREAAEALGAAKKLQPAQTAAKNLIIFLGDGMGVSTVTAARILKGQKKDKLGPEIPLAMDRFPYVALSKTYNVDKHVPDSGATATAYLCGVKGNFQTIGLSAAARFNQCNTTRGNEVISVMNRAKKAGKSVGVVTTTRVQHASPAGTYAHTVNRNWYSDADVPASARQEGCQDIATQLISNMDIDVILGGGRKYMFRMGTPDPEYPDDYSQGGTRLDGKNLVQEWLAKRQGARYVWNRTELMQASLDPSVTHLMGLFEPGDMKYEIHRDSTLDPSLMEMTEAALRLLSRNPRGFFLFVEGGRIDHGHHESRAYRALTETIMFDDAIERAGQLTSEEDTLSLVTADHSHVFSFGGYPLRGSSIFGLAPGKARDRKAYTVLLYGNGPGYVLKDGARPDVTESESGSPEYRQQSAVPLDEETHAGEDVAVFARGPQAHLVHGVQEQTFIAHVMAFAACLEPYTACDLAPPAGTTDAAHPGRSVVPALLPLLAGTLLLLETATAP
E coli WT exp – E. coli BW25113 growth inhibition, expanded screen. OD600 absorbance. AID 710. 0.15% of 98,000 active. growth inhibition, % at 100 µM;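 active means growth inhibition above about 50% at one test dose, limit read from the data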;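 further: growth measured after 20 h incubation at 37 °C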
sEH activator – activators of human soluble epoxide hydrolase; P34913; purified human sEH enzymatic activity, activator screen; activation, % at 2 µM; 0.04% of 91,000 active; AID 717; in the data active means activation above about 37%; further: values of inactives mirror those of a sister screen read the other way
sEH inh – soluble epoxide hydrolase (human) inhibition; recombinant human sEH enzymatic activity assay; inhibition, % at 2 µM; 0.34% of 91,000 active; in the data active means inhibition above about 80%; further: values of inactives mirror those of a sister screen read the other way; many of its hits are not listed in these tables
PostGolgi ctrl – growth of the yeast control strain, post-Golgi counter-screen; efflux-deficient yeast background strain, growth absorbance A615, 16 h; AID 738; 5% of 98,000 active; inhibition, % at 10 µM
S1P2 antag – S1P2 (human) receptor antagonism. O95136. cell-based S1P2 antagonist assay, inhibition at 5 uM. inhibition, % at 5 µM. 0.21% of 97,000 active; in the data active means inhibition above about 45%;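 further: CRE beta-lactamase reporter cells expressing human S1P2 stimulated with S1P; 0% = agonist at EC80 alone and 100% = agonist plus reference antagonist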
Starred values were filed as active, the others as inactive; . = no result given. Unless noted, no stated cut-off is given here; in the data, active means inhibition above about 30%; inactive means the rest. An unsorted share of the library, and some 7.1% of all compounds hit somewhere here.

SMILES	S1P2 agonist	CD11b adhes inh	PostGolgi yeast	PLAP act	E coli WT exp	sEH activator	sEH inh	PostGolgi ctrl	S1P2 antag
Nc1c(-c2ccccc2)n[nH]c1-c1ccccc1	-8	7	-4	0.8	14	-2	2	4	-10
Clc1ccc2nc(-c3ccccc3)c(CN3CCOCC3)n2c1	-8	-12	-2	0.9	-1	-4	5	8	10
CC(C)(CC(=O)N1CCN(c2ccc(Cl)cc2)CC1)CC1=NS(=O)(=O)c2ccccc2N1	-10	-12	-3	0.9	6	-1	2	20	24
COc1ccccc1C(CC(N)=O)c1ccco1 (stereo not drawn)	-1	.	-4	0.9	-1	-8	8	0	-5
COc1cc(OC)cc(-n2nnnc2SCC(=O)N2CCCC2)c1	1	-14	9	1.2	-2	.	.	6	8
COC(=O)CSC1=C(C#N)C(c2sccc2C)CC(=O)N1 (stereo not drawn)	-1	.	.	.	.	-8	7	.	25
CN(C#N)c1nc(N2CCOCC2)nc(N2CCOCC2)n1	-5	.	.	.	.	-2	2	.	1
CC(C1CC1)N(C(=O)c1ccccc1O)c1ccccc1 (stereo not drawn)	.	-2	4	1.3	8	.	.	-4	.
O=C(CCC(=O)OCCCC(F)(F)C(F)(F)F)NC1CCCCC1	-5	-17	-8	0.9	4	2	-4	-9	14
N#Cc1c(N)nc2c(c1-c1cccc(O)c1)CCCCCC2	-4	.	-7	1	3	-39	39	21	9
CCc1ccc2[nH]c(=O)c(C(c3nnnn3Cc3ccccc3)N3CCOCC3)cc2c1 (stereo not drawn)	-6	8	11	1.4	0	-4	2	6	-6
CN(C(=O)OCc1ccccc1)C(CC(N)=O)C(=O)O (stereo not drawn)	-3	4	6	1.2	-5	-4	1	5	2
CN(C)c1ccc(NC(=O)CSc2nc3c(c(=O)[nH]2)CCCC3)cc1	.	.	-3	1	-5	.	.	12	.
CN(C)S(=O)(=O)c1cccc(COC(=O)C2=COCCO2)c1	-9	-7	22	1.1	1	8	-7	-2	1
ON1C2CCCCC2N(O)C1c1c(F)c(F)c(F)c(F)c1F (stereo not drawn)	-3	-26	6	0.8	5	-2	6	10	7
CCOC(=O)c1sc(NC(=O)CCN2CCOCC2)c(C(=O)OCC)c1C	-6	-11	8	1.4	-6	-2	0	-2	5
COc1ccc2c(c1OC)C(=O)N1c3cccc(Cl)c3C(=O)OC21 (stereo not drawn)	-4	2	0	0.9	-3	7	-9	-2	3
CN(C)S(=O)(=O)Nc1ccc2c(c1)Cc1ccccc1-2	-6	-4	15	0.9	0	-6	6	11	0
CCOC(=O)C1CCCN(c2nc(C)nc3c2oc2ccccc23)C1 (stereo not drawn)	0	30	-3	1.5	9	-20	20	27	-31
CCn1cc(C(=O)N(CCCN2CCOCC2)Cc2ccco2)c(=O)c2ccc(C)nc21	.	-4	1	1.3	0	.	.	3	.
CCN1CCN(Cc2ccc(NC(=O)Nc3ccccc3Cl)cc2)CC1	.	4	0	1	7	.	.	4	.
Cc1ccc(C)c2[nH]c(=O)c(C(c3nnnn3Cc3ccco3)N3CCc4ccccc4C3)cc12 (stereo not drawn)	0	-9	-2	1.6	-17	12	-13	9	10
CC(C)CN(CC(C)C)C(=O)C12CCC(C)(C(=O)O1)C2(C)C (stereo not drawn)	-2	.	.	.	.	11	-12	.	18
Cc1ccc2nc(/C(C#N)=C\c3ccc(N4CCOCC4)o3)[nH]c2c1	0	.	.	.	.	-31	31	.	-27
CC(C(=O)NCc1cccs1)N1C(=O)c2ccccc2C1=O (stereo not drawn)	-5	-9	-1	1	-3	1	0	28	0
COc1ccc(N2CCN(Cc3cc(=O)oc4cc(C)c(Cl)c(C)c34)CC2)cc1	-3	.	6	1.3	-1	17	-13	17	-10
CCOC(=O)CC(=O)CSc1ccc2nnc(-c3ccc(C)cc3)n2n1	-4	-22	-3	1.1	1	-6	6	8	6
COc1ccc(C(=O)CSc2nnc(-c3ccccn3)n2Cc2ccco2)cc1	-7	-8	2	1.3	-4	-2	1	35*	-14
Cc1nc2sccn2c1-c1nc(-c2cc3ccccc3o2)cs1	-6	8	1	1.7	0	-4	4	34*	-26
CCn1ccnc1C(O)c1cccc(OC)c1 (stereo not drawn)	-6	-5	-3	1	-1	4	-4	2	25

Among those listed so far, these contain an aryl thioether with sulfur outside any ring:
SMILES	S1P2 agonist	CD11b adhes inh	PostGolgi yeast	PLAP act	E coli WT exp	sEH activator	sEH inh	PostGolgi ctrl	S1P2 antag
COc1cc(OC)cc(-n2nnnc2SCC(=O)N2CCCC2)c1	1	-14	9	1.2	-2	.	.	6	8
CN(C)c1ccc(NC(=O)CSc2nc3c(c(=O)[nH]2)CCCC3)cc1	.	.	-3	1	-5	.	.	12	.
CCOC(=O)CC(=O)CSc1ccc2nnc(-c3ccc(C)cc3)n2n1	-4	-22	-3	1.1	1	-6	6	8	6
COc1ccc(C(=O)CSc2nnc(-c3ccccn3)n2Cc2ccco2)cc1	-7	-8	2	1.3	-4	-2	1	35*	-14

The results go on:
SMILES	S1P2 agonist	CD11b adhes inh	PostGolgi yeast	PLAP act	E coli WT exp	sEH activator	sEH inh	PostGolgi ctrl	S1P2 antag
COC(=O)c1c(NC(=O)CC2NCCNC2=O)sc2c1CCCC2 (stereo not drawn)	-1	4	5	1.6	9	9	-6	-4	-5
CC(C)CC(OC(=O)c1ccco1)C(=O)NCC1CCCO1 (stereo not drawn)	-4	-3	0	0.9	3	-7	6	2	5
C=CCOC(=O)C1=C(C)Nc2nnnn2C1c1cccc(OC)c1OC (stereo not drawn)	.	-23	9	0.9	-1	.	.	3	.
COc1ccc(C(=O)Nc2ccc(S(=O)(=O)Nc3nccnc3OC)cc2)cc1	1	-6	-4	0.9	-3	2	0	13	3
CCCCC(=O)Nc1sc2c(c1C(N)=O)CCC2	-3	-26	1	0.9	6	-21	20	26	-7
COC(=O)c1ccccc1NC(=S)NC(=O)c1ccccc1C	-7	-7	7	0.9	-4	0	-1	11	-6
CC(c1ccccc1)N1CC(C(=O)NC2CCCC2)CC1=O (stereo not drawn)	-3	-5	7	1.1	7	-8	10	5	4
O=C1C(=O)N(CCOCCO)C(c2ccccn2)/C1=C(\O)c1ccccc1 (stereo not drawn)	-6	5	4	1	-3	0	-1	1	8
COc1ccc(-c2noc(C3CCCN(C(=O)CCc4ccccc4)C3)n2)cc1 (stereo not drawn)	-8	1	-4	1.6	-2	-7	11	28	-9
COc1ccc(CC(=O)Nc2ccc(S(=O)(=O)Nc3cc(C)on3)cc2)cc1	2	28	7	1.4	-2	-12	14	4	-16
NC(=O)C1c2ccccc2CSc2ccccc21 (stereo not drawn)	-7	-7	8	1.1	3	0	1	7	-2
N/C(Cc1cccs1)=N\OC(=O)COc1ccc(Cl)cc1Cl	-4	4	-1	0.9	1	12	-14	1	-12
Cc1nnc(C)c2c(C)n(Cc3ccc4c(c3)OCO4)c(C)c12	-4	.	-7	0.8	6	2	-2	-3	4
NC(=O)C1CCN(C(=O)C2CCN(S(=O)(=O)c3ccccc3)CC2)CC1	-5	-17	-12	0.9	-2	.	.	5	16
O=C(C(c1ccccc1)c1ccccc1)N1CCN(Cc2ccc(Br)cc2)CC1	-8	14	9	0.9	-7	8	-6	51*	1
Cc1cccc(NS(=O)(=O)c2ccc(C3CCCCC3)cc2)n1	0	29	-2	1.5	8	-2	4	27	-3
O=C(OCCN1C(=O)c2ccccc2C1=O)c1cc2ccccc2o1	-4	-8	3	1	6	10	-9	11	-25
O=C(Nc1nc(-c2ccccc2)c(-c2ccccc2)s1)c1ccc(S(=O)(=O)N2CCCC2)cc1	-6	-22	-12	1.5	-11	1	-3	-2	-3
CC(Sc1nc(N2CCCCC2)c2c(c1C#N)CCCC2)C(=O)O (stereo not drawn)	-3	2	-4	1.5	1	14	-13	10	-7
CC(C)(C)c1[nH]nc2c1C(c1ccc(OC(=O)c3ccco3)cc1)C(C#N)=C(N)O2 (stereo not drawn)	-7	.	2	1.2	-6	-13	14	18	9
COc1ccc(CCNC(=O)Cn2nnc(-c3cccc(OC)c3OC)n2)cc1OC	-4	0	-3	1.1	5	-2	3	-5	11
Clc1ccc(Cn2ncc3c(N4CCCCC4)ncnc32)cc1	-2	8	-1	0.8	-4	3	0	25	-21
COC(=O)C1=C(C)NC2=C(C(=O)CCC2)C1c1cn(Cc2ccc(Cl)cc2Cl)nc1-c1ccccc1 (stereo not drawn)	3	3	5	1.4	-9	-4	6	-3	-15
CCn1c2ccccc2c2cc(NC(=O)C(C)Oc3ccccc3)ccc21 (stereo not drawn)	-4	.	9	0.8	-12	8	-10	10	-6
O=C(COc1ccccc1)NNc1c2ccccc2nc2ccccc12	-5	.	-4	0.7	4	-6	10	44*	7
CC1=NOC2(C1)/C(=N/O)CCC/C2=N\O (stereo not drawn)	-2	-9	0	0.9	2	14	-14	1	0
COc1ccc(OC)c(C(=O)c2coc3ccc(OCC(=O)O)cc23)c1	-1	6	-1	1	-6	8	-10	-4	24
CS(=O)(=O)N1CCN(c2ccccc2NC(=O)c2ccc(-c3ccc(Br)cc3)o2)CC1	-2	-3	1	1.6	-6	1	-3	11	-8
Cc1ccc(C(=O)NCCc2ccncc2)cc1	-7	.	4	0.9	10	-8	7	-2	10
Cc1ccc(-c2nc3ncccn3c2Nc2ccc3c(c2)OCO3)o1	-3	.	-1	.	4	19	-20	-3	3

A second format for some results above.
Compound,S1P2 agonist,CD11b adhes inh,PostGolgi yeast,PLAP act,E coli WT exp,sEH activator,sEH inh,PostGolgi ctrl,S1P2 antag
CCn1c2ccccc2c2cc(NC(=O)C(C)Oc3ccccc3)ccc21 (stereo not drawn),-4,.,9,0.8,-12,8,-10,10,-6
COc1ccc(CCNC(=O)Cn2nnc(-c3cccc(OC)c3OC)n2)cc1OC,-4,0,-3,1.1,5,-2,3,-5,11
O=C(Nc1nc(-c2ccccc2)c(-c2ccccc2)s1)c1ccc(S(=O)(=O)N2CCCC2)cc1,-6,-22,-12,1.5,-11,1,-3,-2,-3

Following part:
SMILES	S1P2 agonist	CD11b adhes inh	PostGolgi yeast	PLAP act	E coli WT exp	sEH activator	sEH inh	PostGolgi ctrl	S1P2 antag
COc1ccc(CN(Cc2ccccn2)S(=O)(=O)c2ccc(-n3cnnn3)cc2)cc1	-3	.	-6	.	-6	-6	7	0	26
CCN(CC)S(=O)(=O)c1ccc2c(c1)c(=O)c(C(=O)NCCN(C)CCc1ccccc1)cn2C	.	4	-2	1.6	-6	.	.	17	.
Cc1cc(NC(=O)CS(=O)(=O)c2cn(Cc3cccc(F)c3)c3ccccc23)no1	-6	10	-2	0.8	-14	5	-6	4	-11
COc1ccc(C(=O)CSc2nnc(-c3cc(C)cc(C)c3)o2)cc1	-7	2	0	0.9	-21	-3	4	7	9
Cc1cc(-n2nc(C)cc2C)n2nc(C)c(-c3ccc(Cl)cc3)c2n1	2	-15	-7	0.9	-6	-2	2	2	-28
COc1ccc(N2CCN(C(CNS(=O)(=O)c3cc(F)ccc3F)c3cccnc3)CC2)cc1 (stereo not drawn)	-3	-3	-1	1.3	-1	9	-8	-2	-4
CC(C)(C)c1ccc(C(=O)c2c[nH]c(C(=O)NCCCN3CCOCC3)c2)cc1	-5	-5	-16	1.6	-6	.	.	13	21
Cn1c(C(=O)Nc2ccc3c(c2)OCO3)cc2c(=O)n(C)c3ccccc3c21	.	21	7	1.2	3	.	.	12	.
CCN(CC)c1ccc(/C=N/Nc2nc(C)cc(=O)[nH]2)cc1	-5	-9	-20	1.8	-11	-2	-1	-2	9
COc1cc(/C=N/Nc2snc(SC)c2C#N)cc(OC)c1OC	16	.	-4	1.2	-9	-12	12	9	-24
Cc1nc2ccc(S(=O)(=O)NC(C(=O)NCc3ccc4c(c3)OCO4)C(C)C)cc2s1 (stereo not drawn)	0	-9	1	0.9	-6	9	-8	1	-4
Cc1nc(NCc2ccc3c(c2)OCO3)c2oc3ccccc3c2n1	-1	.	-1	.	-7	2	-2	24	-25
Cc1cc(C(=O)NCC(=O)OC(C(=O)Nc2cc(C(F)(F)F)ccc2Cl)c2ccccc2)ccc1[N+](=O)[O-] (stereo not drawn)	0	-22	-3	0.5	-18	6	-8	-4	-24
CCC(CC)c1nnc(NC(=O)C2COc3ccccc3O2)s1 (stereo not drawn)	-2	.	-11	1.1	7	.	.	20	14
N=C1C(=O)OCC1c1cc(Cl)ccc1NC(=O)Nc1ccccc1 (stereo not drawn)	-6	.	.	.	.	0	0	.	6
Cc1cc(NCCCCO)n2c(nc3ccccc32)c1C#N	4	2	6	1.2	0	20	-17	8	-14
CCC(C)NC(=O)CSc1nc2n[nH]c(C)c2c(=N)n1-c1ccc(OC)cc1 (stereo not drawn)	-9	11	-8	1.1	6	.	.	-1	-4

Bioassay records: PubChem BioAssay, several laboratories
